a7 integrin act: activators of alpha7 integrin expression for muscular dystrophy; 350,000 tested, 0.064% active; Potency, µM (titrated, usually from 38.3 µM), for the others: top-dose activation, hits mostly activators; alpha7betagal myoblasts, beta-gal FDG fluorescence, 48 h; active = well fitted activation curve with a large enough effect;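 also: potency is read from the fitted curve at half-maximal effect; 100% = response of the positive control SU9516; nearly all actives have a fitted effect of over 60% in size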
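Alpha7betagal+/- myoblasts (passage 13) were plated 16-24 hr, then exposed to compounds (1:260 dilution of DMSO stock) for 48 hours at 37C. After MPER lysis, β-galactosidase reporter activity was read as FDG fluorescence (ex 480/em 540) after 30 minutes.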
KCNH2 3.1 inh: KCNH2 3.1 (human) potassium channel inhibition; U2OS KCNH2 3.1, thallium flux FluxOr; stronger effect = lower value; activity change, % (tested at about 1.8 µM); 340,000 tested, 0.95% active; AID 720553;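 active = maximum activity change below -70%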;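 also: thallium influx rate constant from kinetic fluorescence after stimulation buffer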
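FluxOr-based Tl+ influx in U2OS cells transduced with KCNH2 3.1 virus; rate constants normalized to DMSO controls.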
hERG WT inh: inhibitors of human wildtype KCNH2 potassium channel; Q12809; U2OS, BacMam KCNH2, thallium flux FluxOr; stronger effect = lower value; activity change, % at 1.84 µM; 340,000 tested, 0.37% active; AID 720551;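 active = maximum activity change below -70%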
Target sequence (Q12809 whole entry, looked up): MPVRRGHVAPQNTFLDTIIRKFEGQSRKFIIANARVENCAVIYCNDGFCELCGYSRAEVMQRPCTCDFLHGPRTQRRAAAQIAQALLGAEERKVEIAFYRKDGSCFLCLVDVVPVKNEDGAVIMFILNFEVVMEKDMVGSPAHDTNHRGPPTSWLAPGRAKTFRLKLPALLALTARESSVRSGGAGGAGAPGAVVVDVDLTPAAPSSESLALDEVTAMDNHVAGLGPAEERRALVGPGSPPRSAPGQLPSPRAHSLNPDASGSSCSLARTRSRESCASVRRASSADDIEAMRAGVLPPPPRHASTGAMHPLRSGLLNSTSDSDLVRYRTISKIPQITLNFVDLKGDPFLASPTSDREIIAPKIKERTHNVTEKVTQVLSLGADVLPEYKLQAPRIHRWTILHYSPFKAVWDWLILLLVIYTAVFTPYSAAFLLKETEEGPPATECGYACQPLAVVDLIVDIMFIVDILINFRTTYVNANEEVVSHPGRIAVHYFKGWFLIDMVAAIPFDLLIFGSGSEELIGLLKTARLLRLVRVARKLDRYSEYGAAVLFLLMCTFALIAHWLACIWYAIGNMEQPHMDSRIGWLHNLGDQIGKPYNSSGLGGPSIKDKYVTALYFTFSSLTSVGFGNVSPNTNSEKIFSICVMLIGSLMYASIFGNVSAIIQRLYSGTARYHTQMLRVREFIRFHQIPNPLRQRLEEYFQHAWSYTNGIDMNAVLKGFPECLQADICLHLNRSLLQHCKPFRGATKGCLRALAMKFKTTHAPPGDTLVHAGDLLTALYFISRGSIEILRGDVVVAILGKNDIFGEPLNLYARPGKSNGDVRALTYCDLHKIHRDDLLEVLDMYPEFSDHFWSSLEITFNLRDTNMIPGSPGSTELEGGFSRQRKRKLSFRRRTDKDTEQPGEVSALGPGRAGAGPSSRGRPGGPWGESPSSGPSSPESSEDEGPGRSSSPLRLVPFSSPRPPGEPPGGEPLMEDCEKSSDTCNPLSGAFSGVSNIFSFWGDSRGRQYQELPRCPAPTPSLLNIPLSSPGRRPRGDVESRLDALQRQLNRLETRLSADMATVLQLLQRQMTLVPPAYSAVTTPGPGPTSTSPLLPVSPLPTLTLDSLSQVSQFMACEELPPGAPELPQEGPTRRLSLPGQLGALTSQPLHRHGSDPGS
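U2OS cells transduced with wild-type KCNH2 virus are loaded with FluxOr dye for 45 min, and thallium flux is measured in kinetic reads before and after stimulation buffer. Rate constants are normalized to DMSO controls.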
The depositor's hits bear a star; [ ] = remark or other dose. Unless noted, % is scaled to controls: 0 for no effect and ±100 for the full control effect. Some of the compounds tested; count on the stated rates, not on these rows.

SMILES | a7 integrin act | KCNH2 3.1 inh | hERG WT inh
COc1ccc(NC(=O)N(C)C[C@H]2OCCCC[C@H](C)Oc3ccc(NC(=O)Nc4ccc5c(c4)OCO5)cc3C(=O)N([C@@H](C)CO)C[C@@H]2C)cc1 | 15% | -5 | -18
O=C1OCC/C1=C\NCCCN/C=C1\CCOC1=O | 11% | 9 | 5
Cc1ccc(NC(=O)CN2CCN(S(=O)(=O)c3ccc4c(c3)OCCO4)CC2)c(C)c1 | 0% | -1 | -11
CC(=O)Nc1ccc(CN2CCC(N3CCC(C(=O)NC4CC4)CC3)CC2)cc1 | -7% | 3 | 3
CC(C)(C)Cc1c(-c2ccc(Cl)cc2)nc2ccc(Br)cn12 | -16% | -39 | 25
CC1(C)CN(Cc2ccccc2)C(=O)[C@H]1CC(=O)Nc1ccc(Br)cc1 | 16% | -27 | -14
Cc1ccc([C@H]2C[C@@H](O)[C@H](n3cc(COC(=O)c4ccccc4)nn3)CN2CC2CCCCC2)cc1 | 19% | -5 | 2
CCOC(=O)C1=NN2C(O)C3(C)CC(C(=O)OCC)=NN3C(O)C2(C)C1 (centres undefined) | -5% | -8 | -6
CN1OC[C@@H]2CN(C(=O)c3ccc(-c4ccccc4)cc3)[C@H](c3ccc(-c4cccc(F)c4)cc3)C[C@@H]21 | -9% | -5 | 4
COc1ccc(NC(=O)N(C)[C@H]2C[C@H]3c4[nH]c5ccc(-c6ccc(OC)cc6)cc5c4CCN3C[C@H]2[C@H](C)O)cc1 | -64%[inhibitor] | -4 | -12
CCc1ccc(NC(=O)c2cc(S(=O)(=O)N3CCCC3)ccc2F)cc1 | 4% | -23 | 6
COc1ccc(C(=O)N2CCOC2CNC(=O)C(=O)NCc2ccc(C)cc2)cc1 (centres undefined) | -10% | 0 | -2
Clc1ccc2nc3ccccc3cc2c1 | 17% | -2 | -22
CN(CC(=O)NC(=O)NC1CCCCC1)CC(=O)Nc1ccccc1C(F)(F)F | 3% | -23 | -3
CC(O)C(NS(=O)(=O)c1ccc(Cl)cc1)C(=O)OCCOc1ccc(F)cc1 (centres undefined) | 8% | 3 | -15
C[C@@H]1CN([C@H](C)CO)S(=O)(=O)c2ccc(C#Cc3ccccc3)cc2O[C@@H]1CN(C)C(=O)CN(C)C | -53%[inhibitor] | -16 | 12
C[C@H](CO)N1C[C@H](C)[C@@H](CN(C)C(=O)C2CCCCC2)OCc2cn(nn2)CCCC1=O | 8% | -18 | 3
O=C(NCc1cccnc1)C1C2C=CC(C2)C1C(=O)Nc1cccc(C(F)(F)F)c1 (centres undefined) | -10% | 6 | 1
C[C@H]1CN([C@@H](C)CO)C(=O)CCCn2nncc2CO[C@H]1CN(C)S(=O)(=O)c1ccc(Oc2ccccc2)cc1 | 3% | -10 | -8
O=C1NC(=O)C(=C2CCOC2=O)N1 | 1% | 1 | -16
CCN1C(=O)[C@H]2[C@@H](c3ccc(OC)cc3)N[C@]3(CCCN(Cc4ccc(Br)cc4)C3=O)[C@H]2C1=O | 6% | 11 | -7
CN(CC(=O)N/N=C/c1ccc(F)cc1)S(=O)(=O)c1ccccc1 | -5% | 1 | 0
Nc1ccc2c(c1)C1(CCC2)NC(=O)NC1=O (centres undefined) | 1% | 5 | 5
CC(=O)OCCn1c([N+](=O)[O-])cnc1C=[N+]([O-])C1CCCCC1 | 15% | 12 | 5
C[C@@H]1CN([C@@H](C)CO)C(=O)CCCn2nncc2CO[C@H]1CN(C)C | 0% | 19 | 2
O=C1C(=Cc2ccncc2)CCCc2ccccc21 | -2% | 6 | -8
COCc1cc(=O)n2[nH]c(C)c(-c3ccc(Cl)cc3)c2n1 | -36% | 3 | 5
CCC(C)n1c(SCC(=O)NC2CC2)nc2ccccc2c1=O (centres undefined) | 8% | 20 | 13
COCCn1c(SCC(=O)N2CCCC2)nc2c(c1=O)SCC2 | -21% | 0 | -6
O=C(/C=C/c1ccccc1[N+](=O)[O-])OCC(=O)N1CCN(c2ccccc2)CC1 | -16% | -19 | -7
C#CCN(C[C@H]1[C@H](OC(=O)NCc2ccccc2)[C@H](OC(=O)NCc2ccccc2)C[C@@H](C(=O)OC)[C@H]1C(=O)OC)S(=O)(=O)c1ccc(C)cc1 | -11% | -10 | 0
CC/C(=N\NC(=O)c1cc(C)oc1C)c1ccc(OC(F)F)cc1 | 18% | -2 | 10
CC(C)(C)NC1=NCCNC(c2ccccc2)=C1 | 16% | -2 | -88*
Cc1ccc(CS(=O)Cc2ccc(C(=O)NCCCc3ccccc3)o2)cc1 (centres undefined) | -2% | -3 | -1
CCCCCCN1C[C@@H](O)[C@H](n2cc(COC(=O)c3ccccc3)nn2)C[C@@H]1c1ccc(OC)cc1 | 5% | -16 | 4
CCc1nnc(NC(=O)C(NS(=O)(=O)c2ccccc2)C(C)C)s1 (centres undefined) | -18% | 8 | -9
O=C1[C@H]2[C@@H](c3ccc(C(F)(F)F)cc3)N[C@]3(CCCN(Cc4ccc(C(F)(F)F)cc4)C3=O)[C@H]2C(=O)N1Cc1ccccc1 | -57%[inhibitor] | -15 | -11
O=C(N/C(=C/c1cccc(Br)c1)C(=O)N1CCOCC1)c1ccco1 | -8% | -6 | 5
COC(=O)C[C@@H]1C[C@@H]2c3cc(NS(=O)(=O)c4ccccc4)ccc3O[C@@H]2[C@@H](CO)O1 | -2% | 5 | -6
O=C(COC(=O)CSc1ccccc1)NC1CCS(=O)(=O)C1 (centres undefined) | 9% | 4 | -8
Cn1ccc(=O)c2cc([N+](=O)[O-])ccc21 | 2% | 6 | -17
COc1ccc(CNC(=O)C(=O)NCC2OCCN2S(=O)(=O)c2ccc(OC)cc2)cc1 (centres undefined) | 2% | -14 | 9
COc1ccc(C(C#N)CC(=O)c2ccc3c(c2)OCO3)cc1OC (centres undefined) | 1% | -15 | -6
S=C(NCCCN1CCOCC1)NN=C1c2ccccc2-c2ccccc21 | -38% | 0 | 5
COc1ccc([C@H]2C[C@@H](n3cc(COC(=O)c4ccccc4)nn3)[C@H](O)CN2CC2CCCCC2)cc1 | 20% | 9 | 1
Cc1ccc(NC(=O)CSC(C)C(=O)OCc2cc(=O)oc3cc(O)ccc23)cc1 (centres undefined) | -14% | -5 | 0
Cc1ccc(S(=O)(=O)N(C)C[C@@H]2OCc3cnnn3CCCC(=O)N([C@H](C)CO)C[C@@H]2C)cc1 | -5% | 1 | -16
Cc1cc(C(=O)COc2ccc(Br)cc2F)c(C)n1CC1CCCO1 (centres undefined) | 2% | 10 | 0
CCOCCC(=O)Nc1ncc(S(=O)(=O)c2ccc([N+](=O)[O-])cc2)s1 | -5% | -1 | 17
COCOCCn1cc(CN2CCS(=O)(=O)N(Cc3ccc(-c4ccc(OC)cc4)cc3)C(CC(C)C)C2=O)nn1 (centres undefined) | -44%[inhibitor] | -2 | -17
C[C@H]1CN([C@@H](C)CO)C(=O)CCCn2cc(nn2)CO[C@@H]1CN(C)S(=O)(=O)c1ccccc1C#N | 12% | -13 | -10
CN(c1ccc(-c2csc(NC(=O)CCCc3nc4ccccc4c(=O)[nH]3)n2)cc1)S(C)(=O)=O | -29% | 9 | -4
O=C(COC(=O)CN1C(=O)C2CC=CCC2C1=O)Nc1cccc([N+](=O)[O-])c1 (centres undefined) | -1% | -1 | 6
CC(C)CC1C(=O)N(Cc2cn(CCC3OCCCO3)nn2)CCS(=O)(=O)N1Cc1ccc(-c2cccc(CO)c2)cc1 (centres undefined) | -18% | 24 | -29
O=C(Nc1cc(S(=O)(=O)N2CCOCC2)ccc1N1CCCC1)c1ccccc1F | 17% | 3 | 9
COc1cccc(N2CCN(C(=O)C3CCN(C(=O)Nc4ccccc4)CC3)CC2)c1 | 4% | -2 | 0
O=C(NCc1ccccn1)C1CCN(C2CCN(Cc3cccc(F)c3)CC2)CC1 | -15% | 27 | 30
CC1C(c2ccccc2)=Nn2c(=O)n(-c3ccccc3)c(=O)n21 (centres undefined) | -1% | -1 | 9
Cc1ccc2c(=O)n3c(nc2c1)C(CC(C)C)NC(=O)c1cccnc1-3 (centres undefined) | 13% | 3 | -2
CCC1NC(=O)c2cc3ccccc3cc2-n2c1nc1cc(OC)c(OC)cc1c2=O (centres undefined) | -7% | 5 | -8
(cont.)
SMILES | a7 integrin act | KCNH2 3.1 inh | hERG WT inh
C[C@@H]1CN([C@@H](C)CO)C(=O)c2cc(Br)cnc2O[C@@H]1CN(C)C(=O)C1CCCCC1 | -5% | -11 | -1
CC1=C(C(=O)N2CCOCC2)CC(CC(=O)NCc2cccc3ccccc23)C(=O)N1Cc1ccccc1 (centres undefined) | -8% | 0 | 0
CS(=O)(=O)N(CC(=O)N1CCCC1)C1CCCCC1 | -2% | -17 | 9
COC(=O)[C@H]1C[C@@]2(O)CN(S(=O)(=O)c3ccc(C)cc3)C[C@@]2(OC(=O)Nc2c(C)noc2C)C[C@H]1C(=O)OC | 23% | 6 | 5
O=S(=O)(c1cccs1)N1CCCCC1 | -9% | -12 | -11
COc1ccc(C(=O)NCCCNc2nc3cc(C)cc(C)c3cc2C#N)cc1 | -6% | -7 | -6
CCOc1ccccc1Nc1cc(C)nc2ccccc12 | -35% | -12 | 11
CCCCN1C(=O)C(CC(=O)NC2CC2)CC(C(=O)N(C(C)C)C(C)C)=C1C (centres undefined) | -27% | 8 | -10
C[C@H](O)[C@@H]1C(=O)N2CCc3ccc(N4CCN(C)CC4)cc3[C@@H]2C[C@@H]1N(C)C(=O)c1ccco1 | 11% | 2 | -2
CC1=C(C(=O)N2CCOCC2)CC(CC(=O)NC2CCCC2)C(=O)N1CCCN1CCCC1=O (centres undefined) | 12% | 17 | -8
C[C@H](CO)N1C[C@H](C)[C@@H](CN(C)Cc2ccc(C(=O)O)cc2)OCc2cnnn2CCCC1=O | 6% | 2 | 3
CC1=CC(C)C(=O)N(CCN2CCOCC2)C(C)=C1 (centres undefined) | 11% | -4 | 2
Cc1ccccc1C(=O)OCC(=O)N1CC(=O)Nc2ccccc21 | 19% | 0 | -7
Cc1ccc(C(=O)OCC(=O)NCc2ccccc2)s1 | 0% | -7 | -16

Some of the entries above, reformatted:
| compound | a7 integrin act | KCNH2 3.1 inh | hERG WT inh |
| --- | --- | --- | --- |
| COCOCCn1cc(CN2CCS(=O)(=O)N(Cc3ccc(-c4ccc(OC)cc4)cc3)C(CC(C)C)C2=O)nn1 (centres undefined) | -44%[inhibitor] | -2 | -17 |
| C[C@H]1CN([C@@H](C)CO)C(=O)CCCn2cc(nn2)CO[C@@H]1CN(C)S(=O)(=O)c1ccccc1C#N | 12% | -13 | -10 |
| CN(c1ccc(-c2csc(NC(=O)CCCc3nc4ccccc4c(=O)[nH]3)n2)cc1)S(C)(=O)=O | -29% | 9 | -4 |
| O=C(COC(=O)CN1C(=O)C2CC=CCC2C1=O)Nc1cccc([N+](=O)[O-])c1 (centres undefined) | -1% | -1 | 6 |
| CC(C)CC1C(=O)N(Cc2cn(CCC3OCCCO3)nn2)CCS(=O)(=O)N1Cc1ccc(-c2cccc(CO)c2)cc1 (centres undefined) | -18% | 24 | -29 |
| O=C(Nc1cc(S(=O)(=O)N2CCOCC2)ccc1N1CCCC1)c1ccccc1F | 17% | 3 | 9 |
| COc1cccc(N2CCN(C(=O)C3CCN(C(=O)Nc4ccccc4)CC3)CC2)c1 | 4% | -2 | 0 |
| O=C(NCc1ccccn1)C1CCN(C2CCN(Cc3cccc(F)c3)CC2)CC1 | -15% | 27 | 30 |
| CC1C(c2ccccc2)=Nn2c(=O)n(-c3ccccc3)c(=O)n21 (centres undefined) | -1% | -1 | 9 |
| Cc1ccc2c(=O)n3c(nc2c1)C(CC(C)C)NC(=O)c1cccnc1-3 (centres undefined) | 13% | 3 | -2 |
| CCC1NC(=O)c2cc3ccccc3cc2-n2c1nc1cc(OC)c(OC)cc1c2=O (centres undefined) | -7% | 5 | -8 |
| C[C@@H]1CN([C@@H](C)CO)C(=O)c2cc(Br)cnc2O[C@@H]1CN(C)C(=O)C1CCCCC1 | -5% | -11 | -1 |
| CC1=C(C(=O)N2CCOCC2)CC(CC(=O)NCc2cccc3ccccc23)C(=O)N1Cc1ccccc1 (centres undefined) | -8% | 0 | 0 |
| CS(=O)(=O)N(CC(=O)N1CCCC1)C1CCCCC1 | -2% | -17 | 9 |
| COC(=O)[C@H]1C[C@@]2(O)CN(S(=O)(=O)c3ccc(C)cc3)C[C@@]2(OC(=O)Nc2c(C)noc2C)C[C@H]1C(=O)OC | 23% | 6 | 5 |
| O=S(=O)(c1cccs1)N1CCCCC1 | -9% | -12 | -11 |
| COc1ccc(C(=O)NCCCNc2nc3cc(C)cc(C)c3cc2C#N)cc1 | -6% | -7 | -6 |
| CCOc1ccccc1Nc1cc(C)nc2ccccc12 | -35% | -12 | 11 |
| CCCCN1C(=O)C(CC(=O)NC2CC2)CC(C(=O)N(C(C)C)C(C)C)=C1C (centres undefined) | -27% | 8 | -10 |
| C[C@H](O)[C@@H]1C(=O)N2CCc3ccc(N4CCN(C)CC4)cc3[C@@H]2C[C@@H]1N(C)C(=O)c1ccco1 | 11% | 2 | -2 |
| CC1=C(C(=O)N2CCOCC2)CC(CC(=O)NC2CCCC2)C(=O)N1CCCN1CCCC1=O (centres undefined) | 12% | 17 | -8 |
| C[C@H](CO)N1C[C@H](C)[C@@H](CN(C)Cc2ccc(C(=O)O)cc2)OCc2cnnn2CCCC1=O | 6% | 2 | 3 |

High-throughput results as filed in PubChem.
